# Screening results (PubChem BioAssay)
# Giardia killer = kills Giardia lamblia. Giardia lamblia trophozoite viability. activity change, % at 7.66 µM, hits read low. actives 0.15% (n = 340,000); in the data active = activity change below about -80%;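 also: parasites exposed to compound for two days anaerobically before the ATP read; % is scaled to controls: 0 for no effect and ±100 for the full control effect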
#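 Trophozoites 100 cells/well + cpd; 48 hrs, 37 deg C, anaerobic. ATPLite 1-Step added, 15-30 min RT, luminescence read (ATP-based viability).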
# BRCA1 expr act = activators of BRCA1 expression. AID 624202. MCF7-BRCA1-FFLuc reporter, luminescence, 48 h; response scale: scaled: vehicle 0%, 10 µM genistein 100%. Potency, µM (titrated, usually from 46.1 µM), for the others: at the top dose activation, most hits filed as activators. actives 1.1% (n = 380,000); active = well fitted activation curve with a large enough effect; also: potency is read from the fitted curve at half-maximal effect; nearly all actives have a fitted effect of over 80% in size; some results filed as inactive show a strong effect at the top dose
#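 Luminescence from a BRCA1-driven firefly luciferase in MCF7 cells was read after 48 h compound exposure at 37 C. Data normalized against DMSO and a 10microM genistein activation control, then curve-fitted across the titration.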
# The depositor's hits bear a star; [ ] = remark or other dose.
# Preview:
SMILES,Giardia killer,BRCA1 expr act
COc1c(O)cccc1[C@@H](O)C1CCN(CCc2ccc(F)cc2)CC1,28.0,11.5%
O=C(Nc1ccccc1O)c1cccc(S(=O)(=O)Nc2ccccc2O)c1,-8.8,-32.6%

# Results, from the first entry:
SMILES,Giardia killer,BRCA1 expr act
COc1c(O)cccc1[C@@H](O)C1CCN(CCc2ccc(F)cc2)CC1,28.0,11.5%
O=C(Nc1ccccc1O)c1cccc(S(=O)(=O)Nc2ccccc2O)c1,-8.8,-32.6%
COc1ccc(-c2nc(CSCC(=O)N3CCN(C4CCCCC4)CC3)c(C)o2)cc1OC,-19.9,-8.5%
CC(=O)NC1=CC(=C[N+](=O)[O-])C=C1O,-5.8,-15.2%
CCC(C)Cn1cnc2c(SCc3ccccc3F)nc(N)nc21 (centres undefined),-5.4,12.8%
O=C(Nc1ccccc1)N1CCN(c2ccccc2)CC1,-28.4,54.0%
CC12CCC3(CC1CCC1OC12)OCCO3 (centres undefined),-10.7,-16.1%
CCOc1ccc(C(=O)NCC(=O)OCC(=O)N(C)CC(=O)Nc2ccccc2CC)cc1OCC,49.3[activator],7.2%
O=C(CC(c1ccccc1)C1CCCCC1=O)c1ccccc1 (centres undefined),4.8,-35.3%
Cc1ccc(S(=O)(=O)NCC(=O)OC(C)C(=O)NCc2ccc3c(c2)OCO3)cc1 (centres undefined),1.8,-0.7%
CS(=O)(=O)N1c2ccccc2[C@]2([C@@]34C[C@H]5C(=O)N[C@@H](Cc6ccccc6)C(=O)N5[C@@H]3N(S(C)(=O)=O)c3ccccc34)C[C@H]3C(=O)N[C@@H](Cc4ccccc4)C(=O)N3[C@H]12,-11.5,-1.1%
COc1ccc([C@H]2/C=C\CN(C(=O)C3CC3)[C@@H](C)C(=O)N2Cc2ccc(F)cc2)cc1,8.1,-14.9%
CCOC(=O)c1ccc(NC(=O)c2c(NCc3ccccc3)[nH]c(=O)[nH]c2=O)cc1,14.9,9.9%
CC(C)CC(=O)Nc1ccnn1C1CCN(C(=O)c2ccccc2F)CC1,23.2,-11.7%
N#CC1(NC(=O)COC(=O)C2CCN(S(=O)(=O)c3ccc4c(c3)OCCO4)CC2)CCCCC1,-1.7,-3.7%
CCN(CC(=O)Nc1c(F)cccc1F)C(=O)c1cccc(S(=O)(=O)N2CCCc3ccccc32)c1,-9.9,-21.9%
CC(C)C[C@@H](CN)NC(=O)c1nc[nH]c1C(=O)N[C@@H](C)C(=O)CNC[C@H](C)NC(=O)c1nc[nH]c1C(=O)N[C@@H](C)C(=O)O,-16.2,2.1%
O=[n+]1c2c(n([O-])c3cc(F)c(N4CCCC4)cc31)CCC2,31.2[activator],10.9%
Oc1ccccc1-c1n[nH]c(-c2ccccc2O)n1,-4.7,-71.2%
Cn1c(=O)c2c(ncn2CC(=O)Nc2ccc3c(c2)OCO3)n(C)c1=O,-8.9,-24.8%
CCCN(C(=O)COC(=O)c1nc2nccc(C)n2n1)C1CCS(=O)(=O)C1 (centres undefined),5.7,0.0%
NC1=NN(c2ccccc2)C(=O)C1,10.2,30.5%
F[B-](F)(F)c1cc2ccccc2s1,2.4,7.9%
Cc1ccccc1N=C1C(=O)Nc2ccccc21,3.1,-9.0%
Cc1ccc(S(=O)(=O)N2CCN(C(=O)COC(=O)c3nc(Cl)ccc3Cl)CC2)c(C)c1,58.6[activator],2.7%

# One compound at a time (already shown):
# Shown for Cn1c(=O)c2c(ncn2CC(=O)Nc2ccc3c(c2)OCO3)n(C)c1=O = Giardia killer: -8.9; BRCA1 expr act: -24.8%
# Shown for CC(=O)NC1=CC(=C[N+](=O)[O-])C=C1O = Giardia killer: -5.8; BRCA1 expr act: -15.2%
# Shown for Oc1ccccc1-c1n[nH]c(-c2ccccc2O)n1 = Giardia killer: -4.7; BRCA1 expr act: -71.2%

# Next section:
SMILES,Giardia killer,BRCA1 expr act
Cc1ccc(NS(=O)(=O)c2cccc(C(=O)NC3CCN(Cc4ccccc4)CC3)c2)cc1,-14.3,-34.7%
Cc1ccc(C(=O)N2CCCC(Nc3ccc(C)c(C)c3)C2)c(=O)[nH]1 (centres undefined),2.0,12.5%
N#C/C(=C/c1ccc(-c2ccc(S(=O)(=O)N3CCOCC3)cc2)o1)C(=O)NC1CC1,-24.5,-22.0%
CCCC(=O)N1CCc2cc(OC)c(OC)cc2C1c1cc2cc3c(cc2[nH]c1=O)OCO3 (centres undefined),11.7,-15.7%
CCOC(=O)[C@@H]1[C@H]2COc3cc(OC)ccc3[C@@H]2N2C(=O)N(c3ccc(Br)cc3)C(=O)[C@]12C,4.9,-2.4%
Cc1cc(=O)oc2c(CN3CCOCC3)c(O)ccc12,-12.1,-13.9%
CC1CN(C(=O)/C=C/c2cccc([N+](=O)[O-])c2)CC(C)O1 (centres undefined),5.0,-21.1%
CCOC(=O)C(Cc1nc(OCc2ccccc2)cc(OCc2ccccc2)n1)=NO,-21.7,-59.4%
O=C1c2cccc(Cl)c2C(=O)c2c1cccc2N1CCCC1,2.3,-42.1%
O=C(c1ccc([N+](=O)[O-])cc1)N1CCOCC1,-0.9,-6.7%
NS(=O)(=O)c1ccc(S(=O)(=O)N2CCN(c3nc(-c4cccs4)nc4ccccc34)CC2)cc1,6.2,-27.8%
CCCc1nc2c(s1)CCc1onc(-c3ccc(Br)cc3)c1-2,-1.2,-18.0%
O=C(Nc1ccccc1)SC1CCCCC1,-1.8,60.3%
COc1ccccc1NS(=O)(=O)c1cc(C(=O)NCCCN2CCCC2=O)ccc1C,-11.7,-3.4%
CC(NC(=O)C(c1ccccc1)c1ccccc1)c1ccccc1 (centres undefined),3.0,-18.3%
CCOc1ccc(-c2nnc3ccc(SCC(=O)N4CCN(c5ccccc5)CC4)nn23)cc1,26.9,5.0%
O=C1CCC2(CCCCC2)N1,0.9,-0.3%
O=S1(=O)CCOC[C@H](Cc2ccccc2)N1Cc1cccc(C(F)(F)F)c1,-29.0,7.0%
CN(CC(=O)Nc1ccc(OC(F)(F)F)cc1)C(=O)c1ccccc1SCC(=O)N1CCCC1,-1.2,-1.3%
Cn1nc(-c2ccccc2F)c2cc(C(=O)N3CCN(C(=O)c4ccco4)CC3)sc21,26.0,-65.8%
O=C([O-])c1cc(-c2ccccc2)cc(-c2ccccc2)[n+]1CCc1ccc(Cl)cc1,-1.2,-44.1%
O=C(NCCCCc1ccccc1)c1ccc(F)cc1,-4.8,37.5%
OC[C@H]1O[C@@H](Oc2ccc(O)cc2)[C@H](O)[C@@H](O)[C@@H]1O,-1.9,-0.7%
O=C(Cc1cccc(NC(=O)C2CCCN(C(=O)CCc3ccccc3)C2)c1)Nc1ccc(C(=O)N2CCCCC2)cc1 (centres undefined),-7.2,3.5%
CC(=O)N(C)c1ccc(N2CCOCC2)c2c1C(=O)c1ccccc1C2=O,26.2,11.4%

# New compounds follow:
SMILES,Giardia killer,BRCA1 expr act
CC1(C)CC(=O)C(C=Nc2ccncc2)=C(O)C1,-0.9,-0.4%
CCOC(=O)c1c(C)[nH]c(C(=O)COC(=O)[C@H](C)N2C(=O)C3CCCCC3C2=O)c1C (some centres undefined),-17.2,-32.3%
CC(=O)Nc1c(O)cc(Br)c2nonc12,2.4,12.0%
CN1CCN(S(=O)(=O)c2cccc(C(=O)N(Cc3ccccc3)c3ccccc3)c2)CC1,-2.8,-19.5%
CC(=O)c1ccc(OCc2cn(CC(=O)c3ccc(O)cc3)nn2)cc1,15.8,13.9%
COc1nc(Nc2ccccc2)nc(OC)n1,19.0,0.0%
O=C(CCNS(=O)(=O)c1ccc(OC(F)(F)F)cc1)Nc1cccc(S(=O)(=O)N2CCCC2)c1,-12.5,-28.0%
CC(=O)Oc1ccc(Cl)cc1CN(C(C)=O)C1CCCCC1,-29.8,-24.0%
O=C(C1CC1)N1CCN(c2ccc([N+](=O)[O-])cc2)CC1,4.8,-6.7%
CN(C)c1nc(N)c(C#N)c(C#N)c1C#N,7.1,4.5%
O=[N+]([O-])c1cc(Br)ccc1C[n+]1ccccc1,11.8,14.4%
O=C(Nc1cccc(NC(=O)c2cc([N+](=O)[O-])ccc2Cl)n1)c1cc([N+](=O)[O-])ccc1Cl,-25.6,-82.1%
COc1ccc(OC)c(NC(=O)C(C)OC(=O)c2cc3ccccc3[nH]2)c1 (centres undefined),3.5,-54.4%
COc1ccccc1-n1nnnc1SCC(=O)NCC1(N2CCCCC2)CCCCC1,13.1,0.0%
CC1(CNC(=O)C(=O)NCC2(C)CO2)CO1 (centres undefined),15.9,-15.5%
O=C(NCc1ccncc1)c1ccc(OCc2ccccc2)cc1,5.3,-2.0%
CCOC(=O)C[C@H]1c2cc(C(F)(F)F)ccc2S(=O)(=O)N1C(C)C,5.3,-14.6%
COc1ccc(C=C2NC(=S)NC2=O)cc1,-14.6,-3.6%
O=C(CN1C(=O)c2ccccc2C1=O)NC1(C(=O)O)CCCC1,-10.7,1.1%
Cc1ccc(-c2nnc3ccc(SCC(=O)OCc4ccccc4)nn23)cc1,-16.1,-5.9%
COc1ccc(C(=O)Nc2cccc([N+](=O)[O-])c2)cc1Br,-1.3,0.0%
CCn1c(-c2cc(Br)ccc2O)n[nH]c1=S,4.1,38.0%
Cc1ccc(S(=O)(=O)NC(=O)N2CCCC2)cc1,-22.1,15.9%
CCOC(=O)C1=C(COC(=O)c2ccc(Cl)nc2)NC(=O)NC1C (centres undefined),1.5,-25.8%
CNc1c2cccc(C)c2nc2c(C(=O)NCCN(C)C)cccc12,6.1,-89.9%

# 2 neighbouring entries already listed:
SMILES,Giardia killer,BRCA1 expr act
CC(=O)c1ccc(OCc2cn(CC(=O)c3ccc(O)cc3)nn2)cc1,15.8,13.9%
COc1nc(Nc2ccccc2)nc(OC)n1,19.0,0.0%

# Further entries follow.
SMILES,Giardia killer,BRCA1 expr act
CCN(c1ccccc1)S(=O)(=O)c1ccc(Cl)c(NC(=O)CN(C)Cc2cccc(F)c2)c1,-8.1,-45.6%
CN(CC(=O)Nc1c(Cl)cccc1Cl)C(=O)CNC(=O)c1sc2ccccc2c1Cl,-6.5,6.6%
COc1ccccc1C=C1SC(=S)NC1=O,-1.9,32.3%
CCOC(=O)N1CCN(C(=O)c2cccc(S(=O)(=O)Nc3ccc(F)cc3)c2)CC1,-13.2,-6.8%
O=C(Cc1cccs1)Nc1nnc(COc2ccccc2)s1,12.5,5.3%
COC(=O)/C=C\C(C#N)(C#N)N=Cc1ccc(OC)cc1,-10.8,-21.5%
CC(=O)NC1CCC(OC(=O)Nc2ccccc2)CC1 (centres undefined),-22.2,74.0%
CCCN(C(=O)c1cc(S(=O)(=O)N2CCN(CC)CC2)ccc1Cl)C1CCS(=O)(=O)C1 (centres undefined),-2.4,11.7%
COc1ccc2c(c1)CCNC2Cc1ccc(OC)c(O)c1 (centres undefined),-15.6,8.9%
CC(=O)C1(O)C(C)CC2C3CC=C4CC(O)CCC4(C)C3CCC21C (centres undefined),-14.2,-9.2%
S=C(Nc1cccc2ccccc12)Nc1cccc2ccccc12,-11.1,-51.4%
Cc1ccc(NC(=S)N2CCN(Cc3ccc4c(c3)OCO4)CC2)c(C)c1,9.2,-14.0%
COc1ccc(C(=O)N(Cc2ccccc2)Cc2ccc(OC)c(COc3ccc(NC(C)=O)cc3)c2)cc1,-17.0,-40.0%
NC(=O)CC(NC(=O)c1ccccc1)C(=O)O (centres undefined),17.7,5.8%
Cc1ccsc1C(=O)Nc1cc(Cl)ccc1-n1cncn1,-4.7,-41.2%
COc1ccc(C=CC(O)CCN2CCC3CCC(C3)C2)cc1 (centres undefined),-11.3,-7.9%
COc1ccccc1C=NNc1nc(C)cc(=O)[nH]1,0.4,-6.3%
Cc1noc(C)c1COc1ccccc1C(=O)NCCc1ccc(F)cc1,9.8,-13.2%
CC(C)C1CC(C(=O)Nc2ccccc2)C(=O)O1 (centres undefined),-8.9,2.0%
COc1ccc(OC)c(C(=O)c2coc3cc(Br)c(O)c(Br)c23)c1,-15.1,-15.0%
CC(=O)OC1CCC2(C)C(CCC3C2CC(=O)C2(C)C3CC(C(C(C)=O)C(C)=O)C2C(C)=O)C1 (centres undefined),2.5,-1.9%
c1ccc(SSc2ccccn2)nc1,-4.2,-27.8%
O=C(CN1CCN(C(=O)c2ccco2)CC1)Nc1ccc2c(c1)OCO2,-17.1,-18.1%
CCc1ccccc1N=Cc1c(C)c(C#N)c2[nH]c3ccccc3n2c1=O,-10.8,7.4%
COc1ccc(-c2nnn(CCc3nn[nH]n3)n2)cc1,1.0,6.8%

# Continuation:
SMILES,Giardia killer,BRCA1 expr act
Cc1c(C(=O)NCCN2CCOCC2)sc2nc(-c3ccc(F)cc3)cn12,12.1,-2.9%
O=C(NCCCCCCCCNC(=O)c1cccc2ccccc12)c1cccc2ccccc12,-2.1,-21.8%
COc1cc(C(=O)Nc2cc(S(=O)(=O)N3CCOCC3)ccc2N2CCOCC2)ccc1OC(F)F,13.4,-4.5%
Cc1nc(N)nc(Cl)c1CCC1OCCO1,-8.1,-1.2%
CC1(C)C2CC[C@]3(C)C(CC=C4[C@@H]5C[C@@](C)(CO)[C@@H](O)C[C@]5(C(=O)O)CC[C@]43C)[C@@]2(C)CC[C@@H]1O (some centres undefined),6.9,-8.1%
CC(=O)N(Cc1ccccc1)C1CC(=O)N(Cc2ccccc2)C1=O (centres undefined),0.7,-1.1%
CC(=NNC(=O)c1ccncc1)c1cccc(Br)c1,-3.7,-15.6%
O=C(Nc1ccc(OC(F)F)cc1)c1cc(S(=O)(=O)N2CCOCC2)ccc1N1CCCC1,-1.0,-24.4%

# A portion of the library; the hit share may differ from the screen's.
